Shiga toxin inh: blocks Shiga toxin action in Vero cells; Vero cells, Shiga toxin protein synthesis inhibition reporter; inhibition, % at 38.7 µM; 9.2% of 290,000 active; AID 2315; in the data active = inhibition mostly above about 28%, no sharp cut-off; inactive = mostly below about 43%; also: 0% is about no effect
Pf growth 96h: P. falciparum growth inhibition at 96 hour, primary screen for plastid delayed-death inhibitors | 6.9% of 320,000 active | Potency, µM (top dose mostly 28.7 µM), inactives show at the top dose activity change, negative = inhibition, usual class: inhibitors | P. falciparum luciferase reporter growth, 96 h; also: potency is read from the fitted curve at half-maximal effect; % is scaled to controls: 0 for no effect and ±100 for the full control effect
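Luminescence readout: decreased luciferase signal marks inhibited growth of reporter-expressing P. falciparum in infected red cells (2% hematocrit, 0.05% parasitemia final), exposed to compound two generations (96 h, 37 C, 5% CO2).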
HCV inhibitor: inhibitors of hepatitis C virus infection | 3.4% of 340,000 active | Potency, µM (titrated, usually from 41.8 µM), for the others: top-dose activity change, negative = inhibition, usual class: inhibitors | Huh7.5.1 HCVcc-Cre infection, luciferase reporter, 44 h; also: potency is read from the fitted curve at half-maximal effect; % is scaled to controls: 0 for no effect and ±100 for the full control effect
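Cells (1,000/well) were plated 4 h before compound, then infected with HCVcc-Cre virus (~0.5 moi). After 44 h further culture, infection was read as luciferase luminescence following a 15 min substrate incubation at room temperature.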
Pf growth 48h: inhibits P. falciparum growth in the first generation, 48 h; 5.9% of 310,000 active; AID 504832; P. falciparum luciferase growth in erythrocytes, 48 h; Potency, µM (highest dose often 28.7 µM), for the others: at the highest dose activity change, negative = inhibition, hits mostly inhibitors; also: potency is read from the fitted curve at half-maximal effect; % is scaled to controls: 0 for no effect and ±100 for the full control effect
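Growth was read as firefly luciferase luminescence after a 48 h, 37 C, 5% CO2 exposure of compounds to reporter-bearing P. falciparum cultures (0.1% parasitemia, 2% hematocrit final) in Albumax-supplemented RPMI 1640.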
CHX counter: affects cycloheximide protein synthesis inhibition readout, counter-screen; cell reporter, cycloheximide protein synthesis inhibition counterscreen; max response, %; AID 2314; 12% of 300,000 active; in the data active = max response mostly above about 13%, no sharp cut-off; inactive = mostly below about 14%; also: read at 38.3 µM for the half of the compounds with a filed dose; 0% is about no effect
Giardia FBPA inh: Giardia lamblia aldolase inhibition; A8B2U2; purified Giardia FBPA; Potency, µM (highest dose often 59.6 µM), inactives show at the highest dose activity, negative = inhibition, most hits filed as inhibitors; 0.71% of 290,000 active; AID 2451; also: potency is read from the fitted curve at half-maximal effect; % is scaled to controls: 0 for no effect and ±100 for the full control effect; nearly all actives have a fitted effect of over 55% in size
Target sequence (A8B2U2 whole entry, looked up): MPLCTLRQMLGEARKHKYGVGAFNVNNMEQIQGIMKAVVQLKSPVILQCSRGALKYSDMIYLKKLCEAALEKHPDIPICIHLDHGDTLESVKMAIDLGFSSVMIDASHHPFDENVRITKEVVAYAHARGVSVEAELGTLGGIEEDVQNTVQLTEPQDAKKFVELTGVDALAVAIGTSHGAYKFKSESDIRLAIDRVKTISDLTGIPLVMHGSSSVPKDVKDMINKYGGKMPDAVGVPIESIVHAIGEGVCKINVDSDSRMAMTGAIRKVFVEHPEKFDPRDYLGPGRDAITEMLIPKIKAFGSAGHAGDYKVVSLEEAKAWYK
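40 nM FBPA preincubated 10 min at RT with compound (up to 57.5 uM final), then substrate plus GAPDH/TPI/NAD/arsenate coupling and diaphorase/resazurin added. Fluorescence read after 20 min at RT, 525/598 nm.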
Active calls of the source: *; u = inconclusive; x = no result given; & = joins results of further samples; ! = not confirmed by another sample; [ ] = another dose, or the depositor's remark. Unless noted, calls follow the shape of the dose curve; as a rule, active = well fitted curve in the direction sought with a large enough effect; inconclusive = small, poorly fitted or top-dose-only effect, or another doubt; inactive = no such curve, though single readings can be large; an effect the other way counts as inactive or inconclusive.

Results follow in this order: Shiga toxin inh	Pf growth 96h	HCV inhibitor	Pf growth 48h	CHX counter	Giardia FBPA inh
(1) CCOC(=O)c1cc(-c2ccccc2C)nn1CC1CC(c2ccc(OC)cc2)=NO1 (stereo unspecified)
 : x	u	u	-18%	x	x
(2) CN1/C(=C\C(=O)CSc2ncn[nH]2)C(C)(C)c2ccccc21
 : -8	8%	2%	4%	4	-2%
(3) Oc1ccc(-c2nccc(-c3ccc(Cl)cc3Cl)n2)cc1
 : 22	-21%	4%	-14%	9	-4%
(4) CC(C)CC(N(C)C)C1(c2ccc(Cl)cc2)CCC1 (stereo unspecified)
 : x	-12%	3.5µM*!	1%	x	-3%&1%
(5) COc1ccc(N2CCN(CCN3C(=O)c4ccccc4C3=O)CC2)cc1
 : 1	23%	12%	43%	-4	x
(6) O=C(c1cc(-c2ccc(Cl)c(Cl)c2)on1)N1CCCC1
 : 36*	-17%	-7%	89%[activator]	21*	6%
(7) Cc1ccc(N2C(=O)N(CC(=O)Nc3ccccc3C)C(=O)C2C)cc1 (stereo unspecified)
 : 18*	-15%	-9%	11%	20*	x
(8) COc1ccc(C(=O)CC(=O)C(=O)Nc2cc([N+](=O)[O-])ccc2OC)cc1
 : -3	u	7%	-20%[0.00184 µM]	-2	u
(9) Cn1cc(CNCc2cn[nH]c2-c2ccc(F)cc2)c(-c2ccc3c(c2)OCCO3)n1
 : 11	-5%	2%	15%	-4	3%
(10) Cc1cc(C)c(NC(=O)CN2C(=O)NC(Cc3ccccc3)C2=O)c(C)c1 (stereo unspecified)
 : -6	11%	3%	u	-2	0%
(11) CCOC(=O)CC(NC(=O)CCc1c(C)nc2ncnn2c1C)c1ccc(OC(C)C)cc1 (stereo unspecified)
 : 2	u	19%	u	-7	1%
(12) CC(C)OC(=O)CSc1nc2ccccc2s1
 : 64*	u	16%	26%	49*	-3%
(13) Cc1cccc(NC(=O)C2CCCN(C(=O)NCc3ccccc3)C2)c1C (stereo unspecified)
 : 15	u	9%	8%	1	x
(14) c1coc(CNc2ncnc3sc4c(c23)CCCCC4)c1
 : -14	-12%	u	-1%	-2	4%
(15) Cc1c(NC(=O)c2ccc3c(c2)OCO3)c(=O)n(-c2ccccc2)n1C
 : 1	x	-5%	12%	-1	2%
(16) Cc1ncc([N+](=O)[O-])n1CC(=O)Nc1ccc2c(c1)OCO2
 : -8	19%	-3%	-8%	-1	4%
(17) O=C(c1ccccc1)c1ccc(OC(=O)N2CCOCC2)cc1
 : 43	u	-2%	21%	36*	5%
(18) O=C(CN1C(=O)c2ccccc2S1(=O)=O)N1CCOCC1
 : 1	69%[activator]	5%	39%[activator]	-2	1%
(19) O=C(Nc1ccncc1)Nc1cccc(Cl)c1Cl
 : 23	-3%	6.3µM*	u	31	6%
(20) N#C/C(=C/c1ccc(Cl)cc1)NC(=O)c1ccccc1
 : 69*	3.7µM*	u	x	18	-4%
(21) Cc1ccc(-n2nnc(-c3cc4ccccc4nc3Cl)n2)cc1
 : 26	10%	-8%	6%	6	5%
(22) O=C(CSc1ccc(Br)cc1)NCC(c1ccco1)N1CCCCC1 (stereo unspecified)
 : x	u	3%	-12%	x	x
(23) Cc1ccc(CNC(=O)CCC(=O)n2ncc3cc(C)ccc32)cc1
 : -7	29%	23%	u	-1	-1%
(24) C=CCOc1ccc(/C=N/Nc2ccccn2)cc1OC
 : 101*	202%[activator]	14µM*	158%[activator]	57*	-6%
(25) CC(=O)c1ccc(N/N=C(/C(N)=O)C2=NC(C)(C)Cc3ccccc32)cc1
 : -13	5%	u	u	-2	0%
(26) Cc1cc(C)cc(CSc2nnc(C)c(=O)[nH]2)c1
 : -7	x	21%	-5%	-4	20%
(27) CC1CCCCN1C(=O)COC(=O)c1ccc2c(c1)C(=O)N(Cc1ccco1)C2=O (stereo unspecified)
 : x	22%	18%	-1%	x	x
(28) COc1cc(NC(=O)c2noc3c2CCCC3)c(OC)cc1Cl
 : -10	28%	-9%	26%	1	0%
(29) CC(C)NC(=O)COc1coc(CN2CCN(c3ccccc3F)CC2)cc1=O
 : -11	u	16%	u	13	-3%
(30) CCN(CC)C(=O)CSc1nnc(-c2cc(OC)cc(OC)c2)o1
 : 39	x	u	5%	6	12%

Reprinted from the part before: 7 entries, then new ones.
Results follow in this order: Shiga toxin inh	Pf growth 96h	HCV inhibitor	Pf growth 48h	CHX counter	Giardia FBPA inh
(24) C=CCOc1ccc(/C=N/Nc2ccccn2)cc1OC
 : 101*	202%[activator]	14µM*	158%[activator]	57*	-6%
(25) CC(=O)c1ccc(N/N=C(/C(N)=O)C2=NC(C)(C)Cc3ccccc32)cc1
 : -13	5%	u	u	-2	0%
(26) Cc1cc(C)cc(CSc2nnc(C)c(=O)[nH]2)c1
 : -7	x	21%	-5%	-4	20%
(27) CC1CCCCN1C(=O)COC(=O)c1ccc2c(c1)C(=O)N(Cc1ccco1)C2=O (stereo unspecified)
 : x	22%	18%	-1%	x	x
(28) COc1cc(NC(=O)c2noc3c2CCCC3)c(OC)cc1Cl
 : -10	28%	-9%	26%	1	0%
(29) CC(C)NC(=O)COc1coc(CN2CCN(c3ccccc3F)CC2)cc1=O
 : -11	u	16%	u	13	-3%
(30) CCN(CC)C(=O)CSc1nnc(-c2cc(OC)cc(OC)c2)o1
 : 39	x	u	5%	6	12%
(31) CC(=O)Cc1nsc(NC(=O)c2ccc(-c3ccc(F)cc3)o2)n1
 : 13	u	-3%	2%	16*	-8%
(32) CCOc1ccccc1CN1CCN(Cc2cc(=O)c3ccccc3[nH]2)CC1CCO (stereo unspecified)
 : -4	-101%	-9%	-19%	-2	1%
(33) CC(C)N(C(=O)CSc1nc2ccccc2c(=O)[nH]1)C(C)C
 : 9	x	2%	6%	13	-1%
(34) Cc1ccccc1S(=O)(=O)N1[C@@H](c2cccc(Cl)c2)C(C(=O)O)=CC[C@H]1c1ccc(Cl)cc1
 : x	u	24%	-4%	x	x
(35) COc1cc(OC)c(-c2nn3c(-c4ccncc4)nnc3s2)cc1OC
 : -9	0%	x	-2%	-4	0%
(36) COc1ccc(C(=O)O/N=C(\N)c2ccc(Br)cc2)cc1
 : 82*	-19%	9%	u	62*	25%
(37) CCc1ccccc1N(CC(=O)NCc1ccco1)C(=O)CCC(=O)Nc1nccs1
 : -5	u	-6%	u	9	15%
(38) CCOC(=O)c1oc2c(c1C)C(=O)CCC2
 : 36	2%	35%[activator]	8%	9	7%
(39) CSc1ccc(CNCc2ccco2)cc1
 : -3	22%	4%	-11%	-1	-9%
(40) O=C(CSc1nccc(=O)[nH]1)Nc1ccc(N2CCOCC2)c(Cl)c1
 : -6	-26%	1%	24%	-2	-12%
(41) COc1ccc(CNC(=O)[C@@H](NC(=O)C2CCN(C(=O)[C@@H]3CCCN3C(=O)OC(C)(C)C)CC2)C(C)C)cc1
 : 7	u	-22%	-24%	-1	-4%
(42) Cc1ccc(N2CCN(/N=C/c3ccccc3[N+](=O)[O-])CC2)cc1
 : 26	u	-18%	22%	8	-8%
(43) CC(=O)c1cccc(N(C(=O)CNC(=O)c2cccs2)C(C(=O)NCC2CCCO2)c2ccccc2)c1 (stereo unspecified)
 : 24	0%	14%	u	-1	-1%
(44) COc1ccc(S(=O)(=O)N(C)CC(=O)NCc2ccco2)cc1
 : 10	30%	15%	u	1	-2%
(45) Cc1cc(S(=O)(=O)NCc2ccccc2)ccc1OCC(=O)NCc1ccccn1
 : -10	9.3µM*	-9%	-6%	-2	18%
(46) CCCCn1c(N)c(N(CCOC)C(=O)c2cc(Cl)nc3ccccc23)c(=O)[nH]c1=O
 : x	u	-1%	-9%	x	x
(47) O=[N+]([O-])c1cccc(NC(=S)N2CCN(c3ccccn3)CC2)c1
 : 2	u	u	-3%	10	x
(48) Cc1ccc(C(C)C)c(OCC(=O)N/N=C/c2ccc(S(=O)(=O)O)o2)c1
 : -7	18%	-12%	3%	-2	10%
(49) O=C(Cn1c(-c2cscn2)nc2ccccc21)Nc1ccc(Cl)cc1
 : -6	29%	-12%	u	-2	17%
(50) CSCCC(NC(=O)COc1ccccc1)C(=O)NCCOc1ccc(C)cc1 (stereo unspecified)
 : -10	u	-11%	-9%	-2	x
(51) CCN1CCN(c2nc(Nc3ccccc3)nc(N)c2[N+](=O)[O-])CC1
 : 25	51%[activator]	15%	5%	4	9%
(52) Cc1cc(C)c(N(C(=O)Cn2nnc3ccccc32)C(C(=O)NC(C)(C)C)c2ccsc2)c(C)c1 (stereo unspecified)
 : 0	u	-7%	u	-3	12%
(53) Cn1c(=O)n(C)c2cc(S(=O)(=O)N3CCCc4ccccc43)ccc21
 : -11	x	-14%	-12%	-1	0%
(54) CCn1c(C)nc2cc(C(=O)n3cc(C(=O)c4ccccc4O)cn3)ccc21
 : -17	0%	x	u	1	2%
(55) CCc1cccc2c(C=C(C#N)C#N)cn(CC(=O)N3CCCCC3)c12
 : -6	1%	-19%	44%[activator]	-2	8%
(56) CCCCC(=O)Nc1ccc(NC(=O)c2ccc(C)c([N+](=O)[O-])c2)cc1OC
 : -2	35%[activator]	u	15%	-3	1%
(57) CCCSC1=C(C#N)C(c2cccs2)C(C(=O)Nc2ccccc2)=C(C)N1 (stereo unspecified)
 : 12	10%	11µM*	8.3µM*	5	-1%
(58) CS(=O)(=O)N(CC(=O)N1CCN(Cc2ccccc2)CC1)c1ccccc1Br
 : -5	u	20%	-5%	1	2%
(59) Cc1cccc(NC(=O)c2ccc3c(=O)n(CC4CCCO4)c(=S)[nH]c3c2)c1 (stereo unspecified)
 : -1	3%	11µM*	u	10	20%
(60) CC(C)Oc1ccc(C(=O)Nc2ccc(N3CCCC3)cc2)cc1
 : 27*	9.3µM*	u	13µM*	20*	-8%

One compound at a time (already shown). Order of values: Shiga toxin inh, Pf growth 96h, HCV inhibitor, Pf growth 48h, CHX counter, Giardia FBPA inh
Profile of CC(C)CC(N(C)C)C1(c2ccc(Cl)cc2)CCC1 (stereo unspecified) → x, -12%, 3.5µM*!, 1%, x, -3%&1%
Profile of CCN(CC)C(=O)CSc1nnc(-c2cc(OC)cc(OC)c2)o1 → 39, x, u, 5%, 6, 12%

Next results follow.
Results follow in this order: Shiga toxin inh	Pf growth 96h	HCV inhibitor	Pf growth 48h	CHX counter	Giardia FBPA inh
(61) O=C(O)c1ccc(N/N=C/c2cc3ccccc3nc2Cl)cc1
 : 84*	207%[activator]	15%	185%[activator]	38*	2%
(62) Cc1onc(-c2ccccc2)c1C(=O)OCC(=O)Nc1cc(S(=O)(=O)N2CCOCC2)ccc1Cl
 : -21	u	u	-26%	-1	0%
(63) COC(=O)N[C@H](CC(C)=O)c1ccccc1
 : -7	-21%	7%[8.37 µM]	28%	-4	14%
(64) Cc1ccc(NC(=O)CSc2cccc3cccnc23)c(C)c1
 : 21	u	8%	-28%	21	0%
(65) O=C(CNS(=O)(=O)c1ccc(F)cc1)Nc1ccccc1
 : -4	185%[activator]	19%	0%	-3	x
(66) CCN(CC(=O)Nc1ccc2c(c1)OCCO2)S(=O)(=O)c1ccccc1
 : 37*	-6%	-4%	41%[activator]	24*	24%
(67) O=C(COC(=O)c1c[nH]c2ccccc12)Nc1ccc(F)cc1
 : x	-8%	5%	6%	x	x
(68) O=C(c1cccc(S(=O)(=O)N2CCCCC2)c1)N1CCN(Cc2ccccc2)CC1
 : x	u	14%	u	x	x
(69) COc1ccc(C(=O)Nc2cccc(/C=C/c3nc4ccccc4c(=O)[nH]3)c2)cc1
 : 107*	72%[activator]	1.3µM*	38%[activator]	20*	-7%
(70) Cc1ccc(NC(=O)COC(=O)c2ccc(CN3CCCC3=O)cc2)cc1C
 : x	1%	2%	5%	x	x
(71) Cc1cccc(NC(=O)CN(c2ccc(C(C)C)cc2)S(=O)(=O)c2c(C)nn(C)c2C)n1
 : -13	2.9µM*	u	x	-5	1%
